Bioassay records from PubChem.
NCF1 inh: p47phox/p22phox peptide binding inhibitors, primary screen, biochemical, uHTS, NADPH oxidase regulatory subunit. inhibition, % at 24.7 µM. fluorescence polarization, 2 h. AID 1274, 2008. Neutrophil cytosol factor 1 (Homo sapiens), P14598. 220,000 tested, 0.53% active;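 active = inhibition above about 30%, limit read from the data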;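 also: 0% = p47phox with labelled peptide and 100% = labelled peptide alone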
EBV gp42 block: Epstein-Barr virus gp42 inhibitors, primary screen, biochemical, uHTS, fluorescence polarization. inhibition, % (tested at 21.74 µM). Glycoprotein 42 (Epstein-Barr virus (strain AG876)), Q1HVG2. Fluorescence polarization binding assay, mP read-out. 220,000 tested, 0.42% active; in the data active = inhibition above about 50%
Target sequence (Q1HVG2 whole entry, looked up): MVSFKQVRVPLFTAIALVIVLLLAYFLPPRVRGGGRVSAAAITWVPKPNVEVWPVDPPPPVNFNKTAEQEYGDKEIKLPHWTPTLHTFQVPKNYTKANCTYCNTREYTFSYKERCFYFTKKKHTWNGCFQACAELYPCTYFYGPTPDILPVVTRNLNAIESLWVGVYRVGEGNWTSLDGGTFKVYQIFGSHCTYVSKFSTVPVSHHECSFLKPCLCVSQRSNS
m-calpain inh: inhibitors of pig calpain II, primary screen, biochemical, fluorogenic peptide substrate, 1536-well. purified calpain II, 30 min. AID 1236, 2008. inhibition, % at 16 µM. 220,000 tested, 0.37% active;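 active = inhibition above about 50%, limit read from the data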
TbHK1 inh: Trypanosoma brucei hexokinase 1 inhibitors, primary screen, biochemical, G6PDH-coupled NADH absorbance, MLSCN library; 220,000 tested, 0.11% active; inhibition, % at 10 µM; hexokinase 1 [Trypanosoma brucei]; recombinant TbHK1, G6PDH-coupled NADH A340;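 active = inhibition of 50% or more in the single-dose primary screen; inactive = inhibition below 50%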
Runt-SMMHC FRET: inhibitors of RUNX1 Runt–CBFb-SMMHC binding, primary screen, biochemical, FRET, Cerulean-Runt, Venus-CBFb-SMMHC, uHTS; AID 1434, 2008; Cerulean-Runt/Venus-CBFb-SMMHC FRET ratio 530/480, 1 h; Runt-related transcription factor 1 (Homo sapiens) + Core-binding factor subunit beta …; 220,000 tested, 0.74% active; inhibition, % at 20 µM;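 active = mean inhibition across duplicate retests at 20 µM reaching about 50%, limit read from the data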;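 also: 0% = DMSO wells and 100% = wells with excess untagged CBFb-SMMHC; inhibitors lower the FRET ratio by blocking Runt binding to CBFb-SMMHC; some results filed as inactive read as strong as hits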
p97 ATPase inh: inhibitors of human p97 ATPase, primary screen, biochemical. recombinant p97 ATPase, Kinase-Glo ATP luminescence, 3 h. 220,000 tested, 0.42% active. Transitional endoplasmic reticulum ATPase (Homo sapiens), P55072. inhibition, % at 8 µM; in the data active = inhibition above about 15%;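 also: 0% = DMSO vehicle and 100% = wells lacking enzyme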
Target sequence (P55072 whole entry, looked up): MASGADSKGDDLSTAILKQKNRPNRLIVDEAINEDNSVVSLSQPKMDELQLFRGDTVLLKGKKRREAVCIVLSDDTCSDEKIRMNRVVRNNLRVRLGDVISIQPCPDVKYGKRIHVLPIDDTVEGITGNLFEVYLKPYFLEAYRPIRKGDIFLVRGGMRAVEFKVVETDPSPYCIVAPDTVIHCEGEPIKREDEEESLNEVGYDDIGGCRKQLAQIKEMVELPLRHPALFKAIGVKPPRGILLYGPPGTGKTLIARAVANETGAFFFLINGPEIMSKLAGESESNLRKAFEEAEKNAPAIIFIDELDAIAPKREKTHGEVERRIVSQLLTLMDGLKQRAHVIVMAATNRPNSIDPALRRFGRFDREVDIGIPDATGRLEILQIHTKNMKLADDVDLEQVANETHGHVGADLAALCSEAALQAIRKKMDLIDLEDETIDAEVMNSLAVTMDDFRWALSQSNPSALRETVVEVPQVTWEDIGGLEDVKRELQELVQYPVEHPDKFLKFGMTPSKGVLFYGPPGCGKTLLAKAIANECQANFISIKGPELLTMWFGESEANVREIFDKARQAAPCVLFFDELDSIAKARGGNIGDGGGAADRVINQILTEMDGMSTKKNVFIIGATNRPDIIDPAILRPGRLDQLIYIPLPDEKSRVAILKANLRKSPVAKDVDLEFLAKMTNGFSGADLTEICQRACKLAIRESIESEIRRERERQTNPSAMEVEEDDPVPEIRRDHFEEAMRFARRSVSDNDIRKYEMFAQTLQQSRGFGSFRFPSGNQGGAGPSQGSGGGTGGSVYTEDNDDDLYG
Runt-CBFb FRET: inhibitors of RUNX1 Runt–CBFb binding, primary screen, biochemical, FRET, Cerulean-Runt, Venus-CBFb, uHTS; Cerulean-Runt/Venus-CBFb FRET ratio 530/480, 1 h; inhibition, % at 20 µM; AID 1496, 2009; 220,000 tested, 0.46% active; Runt-related transcription factor 1 (Homo sapiens) + Core-binding factor subunit beta …;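 active = inhibition over about 50% at 20 µM in the single-dose screen, limit read from the data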;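 also: 0% = DMSO wells and 100% = excess unlabeled CBFb competitor control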
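Measured by: fluorescence energy transfer, 422 nm excitation, 530/480 nm emission; Assay system: Cerulean-Runt domain; Medium: Tris pH 7.5 buffer with BSA; Measure: loss of energy transfer signal; Controls: 5 µM unlabeled CBFb as full-inhibition high control; Incubation: protein complex preformed 1 h, compound exposure 1 h, room temperature, dark.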
Furin inhibitor: human furin inhibitors, primary screen, biochemical, fluorescence intensity | P09958 | purified furin, fluorogenic substrate cleavage | inhibition, % at 30 µM | 220,000 tested, 0.061% active; in the data active = inhibition above about 25%; also: inactives centre near -15
RBBP9 inhibitor: human RBBP9 inhibitors, primary screen, biochemical, fluorescence polarization, FP-Rh probe, HTS; Serine hydrolase RBBP9 (Homo sapiens), O75884; 220,000 tested, 0.2% active; AID 1515, 2009; inhibition, % at 7.94 µM; recombinant RBBP9;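 active = inhibition above the campaign mean of all tested compounds plus 3 SD, cut at about 14% in these data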;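 also: plate controls were DMSO wells with RBBP9 for no effect and wells lacking RBBP9 protein for full effect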
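system = RBBP9 protein | input = RBBP9 at 2.5 µM in dispensed solution, before mixing | measured by = fluorescence polarization (mP), excitation 525 nm, emission 598 nm | incubation = enzyme-compound preincubation 30 min, then probe labeling 45 min, 25 °C | buffer or medium = Tris-NaCl-Pluronic buffer, pH 8.0 | compound = single dose 7.94 µM | also added = FP-Rh probe, 375 nM dispensing solution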
* = called active by the depositor; nt = not tested or not shown; [ ] = another dose, or the depositor's remark. The order is random. About 2.7% of those tested had a hit in this group.

SMILES	NCF1 inh	EBV gp42 block	m-calpain inh	TbHK1 inh	Runt-SMMHC FRET	p97 ATPase inh	Runt-CBFb FRET	Furin inhibitor	RBBP9 inhibitor
O=C(/C=C/c1cccc([N+](=O)[O-])c1)NC(=S)Nc1cccc(NC(=O)c2ccccc2Cl)c1	-6	-38	-11	-5	2	6	-4	-28	-1
CCOc1ccc(OCCSc2nc3ccccc3o2)cc1	-7	-21	2	12	-10	3	0	-13[20 µM]	-1
CCC(C)NC(=S)N1CCN(Cc2ccc3c(c2)OCO3)CC1 (stereo not given)	4	-18	6	-1	-2	8	-3	-31	8
CCCCN(CCCNC(=O)C1CCCN(S(=O)(=O)CC)C1)Cc1ccccc1 (stereo not given)	-17	-10	-10	0	0	3	1	-26	1
O=C1COc2ccc(C(=O)NC3CC3)cc2N1	0	-12	-20	-8	0	4	0	-17	0
Cc1ccc(OCC(=O)N(Cc2ccc(N(C)C)cc2)C2CCS(=O)(=O)C2)cc1 (stereo not given)	-11	-24	23	1	-2	-3	-2	-16	3
CC1=CC(C)(C)n2c(O)c(N=NC(N)=S)c3cc(C)cc1c32	0	-20	3	-7	1	3	-1	-14	-9
Nn1c(Cc2cccc3ccccc23)nnc1SCc1c(Cl)cccc1Cl	-9	-4	17	16	4	6	4	-15	2
CC1(O)C(=O)c2ccccc2N(c2ccccc2)C1=O (stereo not given)	-2	-15	5	-4	-2	-1	0	-6[20 µM]	-8
COc1cc(-c2nnn(CC(=O)NC3CCS(=O)(=O)C3)n2)ccc1OCc1ccccc1 (stereo not given)	-9	-12	-10	66*	-1	-7	-2	1	-6
O=C(NCC1CCCO1)c1ccc(S(=O)(=O)N2CCCCC2)cc1 (stereo not given)	0	8	-5	0	6	0	-2	-25[20 µM]	-8
Cn1cnnc1SCC(=O)Nc1cccc(S(=O)(=O)N2CCCCCC2)c1	-5	-11	22	-2	4	-5	1	-16	-6
COCC1CCN(Cc2nc(-c3ccc(OC)cc3)no2)CC1	-5	-12	-15	-7	3	2	0	-28	-10
Clc1ccc(C[n+]2cc(-c3ccccc3)n3c2CCC3)cc1	-8	-8	-23	-1	1	4	0	-20	2
CCC(=O)c1c[nH]c(C(=O)NCC2CCCO2)c1 (stereo not given)	14	-9	36	-3	1	2	1	-15[20 µM]	0
COc1ccc(N(C)S(=O)(=O)c2cccc(C(=O)OC(C(=O)Nc3cc(C)cc(C)c3)c3ccccc3)c2)cc1 (stereo not given)	-16	-21	-36	5	2	7	-1	-18	-2
Cc1ccc(S(=O)(=O)N2CCCC(C(=O)NCCCN3CCCCC3C)C2)cc1 (stereo not given)	-4	-18	8	12	-3	4	1	-13	4
CC(C)CCNC(=O)CN(Cc1cccs1)C(=O)CCC(=O)Nc1nccs1	-15	-8	11	4	-1	-2	-1	-7[20 µM]	-8
CCOCCCNC(=S)N1CCC(NC(=O)C2CCCCC2)CC1	-4	-3	-3	0	-2	1	0	-20	-5
Cc1ccc(Cc2c(C)nc3c(C(=O)O)cnn3c2C)cc1	nt	nt	nt	-3	nt	-1	nt	-6[20 µM]	1
CCOC(=O)c1cc2cc(OC)ccc2[nH]1	-7	-12	-205	-31	-4	1	-1	-24[20 µM]	-4
CC1=NN(c2ccc(C)c(C)c2)C(=O)/C1=C\C=C\c1ccc([N+](=O)[O-])o1	9	-2	-68	5	-14	3	-5	-5	4
Cc1nnc(NC(=O)CSc2cn(Cc3ccccc3)c3ccccc23)s1	-9	-16	-14	-2	-3	-4	0	-9	-9
CSc1cccc(NC(=O)CSc2ccccc2)c1	0	-6	-17	-1	4	3	-1	-6[20 µM]	-7
O=C(CSc1nnc(-c2cccnc2)o1)NNC(=O)c1ccc(Br)cc1	-6	-12	6	-4	2	4	-1	-19	-1
SMILES	NCF1 inh	EBV gp42 block	m-calpain inh	TbHK1 inh	Runt-SMMHC FRET	p97 ATPase inh	Runt-CBFb FRET	Furin inhibitor	RBBP9 inhibitor
COCCCNCCCCOc1ccc(Br)cc1C	41*	10	-11	17	2	6	-2	-12	-1
CCOC(=O)Cc1c(C)nc(-c2ccccc2)[nH]c1=O	-2	-20	7	-1	-4	1	-2	-21	-10
Oc1ccccc1C1=NCCNC(C(F)(F)F)=C1	-5	-13	6	-15	-4	1	0	-12	1
Cc1nnc(NC(=O)Cn2cnc3c2c(=O)n(C)c(=O)n3C)s1	8	-9	-26	-3	-2	-2	0	-21[20 µM]	-5
Cc1nn(-c2ccccc2)c(C)c1C(=O)OCC(=O)N1CCN(S(=O)(=O)c2ccccc2)CC1	-4	-13	17	-1	4	7	0	-15	1
CC(C)CC(NC(=O)C(CC(C)C)NC(=O)OC(C)(C)C)C(N)=O (stereo not given)	-14	-5	11	-2	-4	5	-2	-14[20 µM]	2
COc1ccc(OC)c(C2=NNC(=NCc3ccc4c(c3)OCO4)SC2)c1	-7	-13	19	-1	-4	7	0	-4	-7
O=C(NC1(C(F)(F)F)N=C(c2ccccc2)NC1=O)c1ccc(Cl)cc1Cl (stereo not given)	4	-1	-25	4	-1	-2	-1	-16[20 µM]	1
Cc1noc(C)c1C(=O)OCC(=O)c1cc(C)n(Cc2ccccc2Cl)c1C	-8	-11	-12	2	-4	-3	-1	-19	0
COC(=O)c1cc2ccsc2n1Cc1cccc(F)c1	-11	-8	-17	39	-3	2	0	-6	-3
COc1ccc(S(=O)(=O)N(C)C)cc1NC(C)C(=O)Nc1cccc(C#N)c1 (stereo not given)	-15	-7	-57	-3	-4	2	1	-14	-2
COc1ccc(-c2csc(NC(=O)c3ccccc3S(C)(=O)=O)n2)cc1	-3	5	0	-5	-1	-1	-2	-18	-14
CN(C)c1cccc2c1C(=O)c1ccccc1C2=O	8	8	23	-9	6	1	-1	-23	3
O=C(N1CCNCC1)N1CCOCC1	3	-5	-16	-5	9	4	3	-19[20 µM]	5
CN(CC(=O)N1CCCC1)S(=O)(=O)c1cc(Cl)ccc1Cl	-10	-20	-12	-2	6	2	2	-4[20 µM]	3
CCOc1ccc(/C(O)=C2/C(=O)C(=O)N(CCCn3ccnc3)C2c2cccs2)cc1Cl (stereo not given)	-4	-12	-1	-11	-2	-2	-3	-5	-4
O=C(Nc1nnc(C2CCCCC2)s1)c1cccs1	-2	4	-20	-3	2	1	1	-21[20 µM]	-8
COc1cc(NC(=O)c2ccc(Br)o2)ccc1NC(=O)C(C)C	-2	-20	6	-12	0	3	0	-16[20 µM]	-11
CCc1cc(OCCOCCN(C)C)ccc1Cl	13	-4	9	8	3	-5	1	11	-14
COc1ccc(C(CC(=O)c2ccc(O)cc2)S(=O)(=O)c2ccc(C)cc2)cc1 (stereo not given)	-13	-3	-12	-31	-6	-3	0	-8[20 µM]	-2
CS(=O)(=O)N(CCc1ccccc1)CC(=O)NCc1ccccc1	-8	-3	-2	5	0	0	1	-35	-6
Cc1cc(C)c(C)c(S(=O)(=O)NC2CCN(Cc3ccccc3)CC2)c1C	0	-7	22	0	1	0	-4	-21	-8
COCC(C)N=CC1=C(O)CC(C)(C)CC1=O (stereo not given)	-9	-8	20	25	-2	7	-3	-11	-4
O=S(=O)(c1cccc2cccnc12)N1CCN(Cc2ccc3c(c2)OCO3)CC1	-3	2	-11	-2	5	-3	0	-25	-4
CCOc1ccc(/C=N/NC(=O)c2nnn(-c3nonc3N)c2COc2ccc(F)cc2)cc1	-10	-14	-68	-20	-1	5	-2	-39	-6

Among those listed so far, these contain fluorine.
SMILES	NCF1 inh	EBV gp42 block	m-calpain inh	TbHK1 inh	Runt-SMMHC FRET	p97 ATPase inh	Runt-CBFb FRET	Furin inhibitor	RBBP9 inhibitor
Oc1ccccc1C1=NCCNC(C(F)(F)F)=C1	-5	-13	6	-15	-4	1	0	-12	1
O=C(NC1(C(F)(F)F)N=C(c2ccccc2)NC1=O)c1ccc(Cl)cc1Cl (stereo not given)	4	-1	-25	4	-1	-2	-1	-16[20 µM]	1
COC(=O)c1cc2ccsc2n1Cc1cccc(F)c1	-11	-8	-17	39	-3	2	0	-6	-3
CCOc1ccc(/C=N/NC(=O)c2nnn(-c3nonc3N)c2COc2ccc(F)cc2)cc1	-10	-14	-68	-20	-1	5	-2	-39	-6

Later entries.
SMILES	NCF1 inh	EBV gp42 block	m-calpain inh	TbHK1 inh	Runt-SMMHC FRET	p97 ATPase inh	Runt-CBFb FRET	Furin inhibitor	RBBP9 inhibitor
Cc1ccc(NC(=S)NNC(=O)CSc2nc3ccccc3c(=O)n2-c2ccc(C)cc2)cc1	-24	-13	-68	2	6	6	5	-25	-9
CCc1ccc(N2CC(C(=O)Nc3cc(C)on3)CC2=O)cc1 (stereo not given)	-4	-17	-4	-5	0	8	-1	-16	6
c1nc(N2CCOCC2)c2sc3nc(N4CCOCC4)c4c(c3c2n1)CCCC4	nt	nt	nt	2	nt	-5	nt	-14[20 µM]	-8
O=C(NCc1ccco1)c1cccc(C(F)(F)F)c1	-20	-33	-116	0	-2	8	3	-9	4
CC1(C)S/C(=N/N=C/c2ccco2)NC1=O	-2	-14	10	-73	2	4	3	4	4
Cn1c(CN2CCCC2)nc2cc(NC(=O)Nc3ccccc3)ccc21	2	-4	25	3	-2	4	0	-14[20 µM]	3
O=C(CSc1ccccc1Cl)c1ccco1	0	-24	-4	5	2	-4	2	-14	-7
N/C(=N/OCc1cccc([N+](=O)[O-])c1)c1nonc1N	9	6	-8	5	-6	4	-1	-20	-3
CCO[C@@H]1OC(C(=O)NCc2ccccc2)=C[C@H](c2ccccc2)[C@H]1CCCO	0	-8	23	-16	-6	6	-1	-11	-6
CSc1nc(-c2ccccc2)nc(N2CCN(C)CC2)c1C(C)=O	-11	-32	-23	-11	7	0	-3	-1	2
N#Cc1ccccc1NC(=O)C1CC(=O)N(c2ccc3c4c(cccc24)CC3)C1 (stereo not given)	-12	8	-1	29	2	-2	-1	-4	-11
Cn1c(SCC(=O)NCc2ccc3c(c2)OCO3)nc2scc(-c3cccs3)c2c1=O	-10	-7	-41	3	0	9	2	-23	-9
CCOC(=O)N1CCN(Cc2nc(N)nc(Nc3ccc(C)cc3)n2)CC1	2	22	11	-2	0	-10	-1	-8[20 µM]	-11
Cn1cc(C(=O)NC2CCCCCC2)c(=O)c2cc(S(=O)(=O)N3CCCC3)ccc21	2	-7	-10	-1	-7	3	0	-32	-1
CC(=O)c1cnc2c(-c3ccc(Cl)cc3)cnn2c1C	-16	-19	-17	-6	-1	-1	-4	-6[20 µM]	-7
COc1cccc(C(=O)N(Cc2ccc(N(C)C)cc2)C2CCS(=O)(=O)C2)c1 (stereo not given)	-6	-12	3	9	-3	2	2	-12	-6
COc1ccc(OC)c(NC(=O)C2CCC(CNc3c(N4CCOCC4)c(=O)c3=O)CC2)c1 (stereo not given)	4	-8	13	-11	-1	4	1	-22	-9
